# RSV antiviral HEp-2: RSV antiviral activity via CPE protection, HEp-2 cells, primary 10 µM value included (AID 2391) | HEp-2 cells, RSV-induced CPE inhibition; higher % means a stronger effect | one-dose CPE inhibition, % at 10 µM; IC50 in µM for titrated hits | 310,000 tested, 0.13% active; in the data active = a potency from the dose series; inconclusive = CPE inhibition mostly from about 23% at the one dose, without a potency; inactive = the rest, 99 in 100 with CPE inhibition below about 21%; note: strong numbers were not always called active
# SIAH1 antagonists: Siah-1 peptide-binding antagonists, primary screen, biochemical, fluorescence polarization, rhodamine-plectin, uHTS (AID 1817); Siah-1 / rhodamine-plectin peptide fluorescence polarization; higher % means a stronger effect; displacement, % at 20 µM; hits with a dose series show IC50 in µM; 290,000 tested, 0.02% active;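 active = displacement of at least 50% at 20 µM, with a fluorescence ratio check between 0.3 and a set limit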;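 note: plate controls were Siah plus tracer with DMSO for no effect and tracer alone without Siah for full effect; strong numbers were not always called active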
# NS5 inhibitors: Dengue-2 NS5 methyltransferase inhibitors, primary screen, biochemical, confirmation dose response (AID 588689); inhibition, % at 25 µM; hits with a dose series show IC50 in µM; 340,000 tested, 0.3% active; Dengue-2 NS5 methyltransferase capping enzyme assay, biochemical; higher % means a stronger effect; in the data active = a potency from the dose series; inconclusive = inhibition above about 29% without an active follow-up result
# Large T inhibition: TAg ATPase/helicase activity blockers – biochemical (AID 1903) | SV40 large T antigen ATPase/helicase inhibition assay; higher % means a stronger effect | inhibition, % at 20 µM; hits with a dose series show IC50 in µM | 310,000 tested, 0.39% active; in the data active = a potency from the dose series; inconclusive = inhibition mostly from about 32% at the one dose, without a potency; inactive = the rest, 99 in 100 with inhibition below about 32%; note: strong numbers were not always called active
# LYP inhibition: inhibitors of LYP phosphatase, biochemical, fluorescence intensity, uHTS (AID 1779). recombinant LYP phosphatase, fluorescence intensity; higher % means a stronger effect. inhibition, % at 11.5 µM; hits with a dose series show IC50 in µM. 290,000 tested, 0.054% active; in the data active = inhibition above about 50%;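 note: plate controls were vehicle with enzyme for no effect and no enzyme for full effect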
# HIV peptide binding: inhibitors of HIV fusion peptide binding, primary screen, biochemical, uHTS, fluorescence dequenching (AID 1986); one-dose inhibition, % at 20 µM; IC50 in µM for titrated hits; 290,000 tested, 0.3% active; cell-free peptide binding, fluorescence dequenching, 30 min; higher % means a stronger effect; in the data active = inhibition mostly above about 52%, no sharp cut-off; inactive = mostly below about 76%; note: some results filed as inactive read as strong as hits
# Rac1 GTP hydrolysis: MgcRacGAP GTPase-activating activity inhibitors, confirmation, biochemical, ADP Hunter fluorescence. MgcRacGAP-stimulated Rac1 GTP hydrolysis, ADP Hunter fluorescence; higher % means a stronger effect; GST-tagged Rac1 F28L mutant substrate. inhibition, % at 30 µM, or IC50 in µM where a hit was titrated. 340,000 tested, 0.6% active. AID 624330;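 active = first-screen hits whose inhibition reached a set limit at any dose in the follow-up dose series; inconclusive = inhibition above the set first-screen limit but never retested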;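 note: fluorescence reports GDP produced by GAP-driven GTP hydrolysis; strong numbers were not always called active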
# XIAP antagonists: small molecules displacing peptide from XIAP – biochemical, IAP family, fluorescence polarization (AID 1018); XIAP BIR domain, fluorescence polarization peptide displacement; higher % means a stronger effect; displacement, % at 20 µM; hits with a dose series show IC50 in µM; 200,000 tested, 0.007% active; in the data active = displacement above about 50%; note: a part of the inactive calls stands beside numbers as strong as those of hits
# AID2073: inhibitors of Mint1-CaV2.2 protein interaction, biochemical, HTRF (AID 2073) | HTRF protein-protein interaction, Mint1-CaV2.2; higher % means a stronger effect | inhibition, % at 20 µM, or IC50 in µM where a hit was titrated | 290,000 tested, 0.19% active; in the data active = inhibition mostly above about 51%, no sharp cut-off; inconclusive = no clear call, values can overlap the other calls; inactive = mostly below about 53%; note: some results filed as inactive read as strong as hits
# NS5 inhibitors pilot replicate: second read-out of NS5 inhibitors, no call of its own (marks repeat the call); inhibition, %; measured here: pilot screen replicate inhibition
# * marks the source's active call; other numbers are inactive results; ? = inconclusive; . = no result given.
SMILES,RSV antiviral HEp-2,SIAH1 antagonists,NS5 inhibitors,Large T inhibition,LYP inhibition,HIV peptide binding,Rac1 GTP hydrolysis,XIAP antagonists,AID2073,others
COc1ccc(CN2C(=O)c3ccccc3C2=O)cc1C(=O)Nc1ccccc1N1CCOCC1,-1.0%,7%,-3%,12%,3%,-1.5%,7%,-14%,21%,
Cc1noc(C)c1COc1ccc(CC(=O)NCc2ccccc2)cc1,-0.6%,2%,-15%,-1%,-2%,0.3%,0%,-8.8%,-2%,
COc1ccc(OCC(=O)N2CCC3(CC2)CC(=O)c2ccccc2O3)cc1,11%,.,-12%,21%,.,.,4%,.,.,
O=c1[nH]c2ccccc2nc1N1CCOCC1,1.2%,2%,-2%,-2%,-7%,-0.8%,-1%,-7.6%,7%,
O=C(NC(c1ccccc1)c1cc(Cl)c2cccnc2c1O)c1cccnc1 (configuration not stated),-1.7%,-6%,.,11%,-6%,0.8%,.,-5.8%,2%,
CCn1cc(Cl)c(C(=O)NNC(=O)CCn2ccc([N+](=O)[O-])n2)n1,2.2%,-3%,-9%,5%,-11%,-0.3%,9%,.,7%,
COc1cccc(-c2c(C(=O)N/N=C/c3ccc(C)s3)nnn2-c2nonc2N)c1,18%,7%,-4%,31%,-5%,-0.4%,7%,.,4%,
Cc1ccc(C)c(S(=O)(=O)N2CCCC2CNC(=O)C(=O)NC2CC2)c1 (configuration not stated),3.4%,.,6%,10%,.,.,2%,.,.,
Cc1sc2ncnc(N/N=C/c3cccc(O)c3)c2c1C,2.8%,3%,-4%,11%,-2%,-3.3%,20%,-63%,-2%,
O=C(CN1C(=O)CSc2ccccc21)NC1CCCC1,-0.4%,-1%,-2%,2%,-8%,3.7%,3%,-5.0%,-2%,
COc1ccc(-n2nc(C(=O)NCC(=O)N3CCCCCC3)c3ccccc3c2=O)cc1,2.0%,4%,-15%,10%,1%,0.9%,6%,.,13%,
COc1ccc(S(=O)(=O)N2CCCCC2)cc1NC(=O)C1COc2ccccc2O1 (configuration not stated),-2.0%,.,-1%,8%,.,.,5%,.,.,
CN(C)/C=N/c1nc2ccc3c(c2s1)CCCC3,8.5%,-2%,-5%,.,-1%,0.2%,4%,-3.3%,-1%,
CC(C)(C)CC(C)(C)c1ccc(OCC(=O)N/N=C/c2ccc(S(=O)(=O)O)o2)cc1,1.1%,5%,-10%,33%,-1%,28µM*,5%,.,16%,
NC(=O)NC(=O)COC(=O)[C@H](Cc1ccccc1)NC(=O)c1cccs1,-0.6%,-4%,-1%,3%,-5%,-2.0%,0%,-12%,?,
Cc1c(Cl)cccc1NC(=S)NCCc1ccc(C(F)(F)F)cc1,-0.7%,-3%,-9%,6%,1%,0.7%,8%,-5.3%,-6%,
COC(=O)c1ccc(C(=S)NCC2(N(C)C)CCCCC2)cc1,-1.1%,-1%,-7%,13%,-12%,-0.5%,6%,.,-5%,
CCOc1ccc(NC(=O)CN2C(=O)COc3ccccc32)cc1,1.6%,-2%,3%,3%,-14%,-3.6%,11%,.,3%,
O=C(O)CCn1ccnc1-c1ccccc1,0.2%,-4%,-4%,0%,-6%,0.2%,11%,-4.7%,5%,
CN1C(=O)N(C)C2(c3ccccc3)NC(=O)NC12c1ccccc1 (configuration not stated),1.9%,-3%,-1%,17%,10%,71%,2%,-2.6%,1%,
Cc1ccc(CSCC(=O)NCc2cccs2)cc1,1.3%,4%,-6%,7%,-3%,2.4%,-5%,-7.2%,-9%,
CN(C(=O)c1ccc(S(=O)(=O)N2CCOCC2)cc1)C1CCS(=O)(=O)C1 (configuration not stated),0.8%,.,-3%,12%,.,.,5%,.,.,
COc1cccc(NC(=O)CCC2CCN(C(=O)c3cccc(NC(C)=O)c3)CC2)c1,5.5%,4%,-6%,9%,-12%,-0.8%,9%,.,7%,
O=C(Nc1ccc2c(c1)Cc1ccccc1-2)c1ccco1,1.6%,-4%,-5%,0%,-4%,2.0%,4%,-2.1%,-3%,

# 3 entries picked at random from those above, as already listed:
SMILES,RSV antiviral HEp-2,SIAH1 antagonists,NS5 inhibitors,Large T inhibition,LYP inhibition,HIV peptide binding,Rac1 GTP hydrolysis,XIAP antagonists,AID2073,others
Cc1c(Cl)cccc1NC(=S)NCCc1ccc(C(F)(F)F)cc1,-0.7%,-3%,-9%,6%,1%,0.7%,8%,-5.3%,-6%,
CN(C)/C=N/c1nc2ccc3c(c2s1)CCCC3,8.5%,-2%,-5%,.,-1%,0.2%,4%,-3.3%,-1%,
CN1C(=O)N(C)C2(c3ccccc3)NC(=O)NC12c1ccccc1 (configuration not stated),1.9%,-3%,-1%,17%,10%,71%,2%,-2.6%,1%,

# Further compounds
SMILES,RSV antiviral HEp-2,SIAH1 antagonists,NS5 inhibitors,Large T inhibition,LYP inhibition,HIV peptide binding,Rac1 GTP hydrolysis,XIAP antagonists,AID2073,others
CCOC(=O)C(C)n1cnc2c(nnn2Cc2ccc(Cl)cc2)c1=O (configuration not stated),0.7%,0%,-6%,-4%,-4%,0.9%,0%,-4.5%,-6%,
CCOC(=O)Cc1csc(NC(=O)COc2ccccc2OCC)n1,13%,1%,-3%,-1%,1%,-1.4%,5%,-1.0%,-3%,NS5 inhibitors pilot replicate=-7.9
CNc1nc(SC)n(C)c(=O)c1N=O,5.7%,6%,.,3%,-4%,0.8%,.,.,0%,
S=c1[nH]nc(CCc2ccccc2)n1Cc1ccccc1,2.9%,0%,-5%,8%,3%,1.2%,1%,-1.2%,-30%,
COc1ccc(NC(=S)N(Cc2cccnc2)Cc2ccco2)cc1,1.0%,-1%,-1%,3%,-4%,-0.6%,0%,-2.9%,-11%,
O=C(NC(=S)Nc1ccccc1N1CCCCC1)c1ccc(F)cc1Cl,?,0%,0%,13%,-3%,2.2%,-3%,.,-1%,
CC(C)(C)c1ccc(C(=O)NNC(=O)Cc2cccc3ccccc23)cc1,4.2%,-2%,-4%,4%,-11%,-1.2%,9%,-2.0%,3%,
CCOC(=O)CSc1nc(C)c2ccc(C)cc2n1,0.5%,3%,-3%,-51%,-5%,-0.5%,8%,-2.6%,5%,
Cc1cc(OC(C)C(=O)NCCCn2ccnc2)c2c(C)cc(=O)oc2c1 (configuration not stated),-1.6%,8%,-2%,10%,-14%,1.5%,11%,.,25%,
CCc1ccc(-c2nc(CN3CCCC(C(=O)NCCc4ccc(OC)c(OC)c4)C3)c(C)o2)cc1 (configuration not stated),7.3%,1%,-2%,2%,-6%,-1.3%,6%,-2.5%,-1%,NS5 inhibitors pilot replicate=0.8
CC(NC(=O)CN(C)S(=O)(=O)c1ccc(Br)s1)c1ccccc1 (configuration not stated),5.3%,0%,-7%,2%,-9%,0.1%,3%,.,2%,
COc1ccccc1N(CC(=O)N1CCOCC1)S(C)(=O)=O,-0.4%,-4%,-6%,2%,-9%,-0.3%,2%,.,8%,
COc1cc(/C=C/[N+](=O)[O-])ccc1OC(=O)/C=C/c1ccc(F)cc1,-1.4%,-4%,.,17%,-6%,-1.3%,-2%,.,23%,
O=C(COc1ccc(Cl)cc1)NCc1nnc(SCC(=O)c2ccccc2)o1,2.3%,-1%,-6%,10%,-9%,-2.2%,9%,-4.8%,6%,
CC(=O)N1CCc2cc(S(=O)(=O)CCC(=O)N3CCN(c4ccccc4)CC3)ccc21,1.2%,0%,2%,14%,-5%,0.7%,15%,.,-5%,
CCOC(=O)c1sc(NC(=O)C2CC(=O)N(c3ccc(OC)cc3)C2)nc1C (configuration not stated),3.2%,0%,-8%,6%,-12%,-1.0%,5%,.,7%,
COC(=O)c1sccc1NC(=O)COc1ccc(Cl)cc1,13%,3%,-4%,5%,0%,1.6%,11%,-7.1%,3%,
Cc1oc2c(c(C)cc3oc(=O)c(CC(=O)NCC(=O)NCC(=O)O)c(C)c32)c1C,0.2%,-2%,-2%,11%,-3%,-1.3%,9%,.,48%,
COc1ccc(Br)cc1CNC(=O)CCN1C(=O)COc2ccccc21,-0.3%,-2%,-10%,1%,-13%,3.0%,7%,-3.5%,-7%,
CN(Cc1ccccc1)c1ccc(N2C(=O)CCCC2=O)cc1[N+](=O)[O-],-0.3%,-1%,1%,3%,-10%,1.0%,9%,-2.4%,-1%,
CCOC(=O)c1ccc(NC(=O)Nc2ccc(S(N)(=O)=O)cc2)cc1,2.8%,2%,-11%,16%,0%,-0.4%,6%,-3.2%,1%,
O=C(CN1C(=O)C2C3C=CC(C3)C2C1=O)OCC(=O)c1ccc(Cl)cc1 (configuration not stated),.,-1%,-1%,.,-7%,0.6%,8%,.,-5%,
NC(=O)c1ccc(NC(=O)CS(=O)(=O)c2cn(CC(=O)N3CCCC3)c3ccccc23)cc1,-0.5%,-2%,-1%,-4%,-13%,0.3%,11%,.,-7%,
O=C(COc1ccc(Br)cc1CO)Nc1ccccc1,1.9%,1%,1%,3%,-7%,-2.8%,9%,-3.3%,-2%,
Cc1cc(C)c2cc(CN(Cc3ccco3)C(=O)NCc3ccccc3)c(=O)[nH]c2c1,8.5%,-3%,2%,8%,-4%,2.0%,10%,-0.8%,-2%,
CCOC(=O)N1CCC(NC(=O)CSCc2nc(-c3ccc(C)cc3)oc2C)CC1,10%,1%,-8%,10%,-8%,-1.3%,8%,.,1%,
CC(=O)Nc1ccc(S(=O)(=O)N2CCC(C(=O)NCCc3c[nH]c4ccccc34)CC2)cc1,1.3%,0%,-8%,9%,1%,-1.4%,4%,.,9%,
CC(C)CC(=O)N=C1SC2CS(=O)(=O)CC2N1CCc1ccccc1 (configuration not stated),0.1%,1%,-2%,12%,-4%,1.4%,5%,-4.9%,-6%,
CCCN(C(=O)c1ccco1)c1nnc(-c2cccc(C)c2)s1,5.6%,2%,-4%,.,3%,-0.1%,12%,-3.6%,2%,
COCCn1c(-c2cccs2)nc2c(c(=O)c3ccccc3n2C)c1=O,.,3%,.,10%,2%,-2.1%,.,0.7%,30%,
Cc1nc2c(C(=O)NCc3ccco3)cnn2c(C)c1Cc1ccc(F)cc1Cl,2.0%,0%,1%,19%,1%,-1.2%,13%,-9.4%,6%,
Cc1nc(-c2ccccc2)sc1-c1nc(-c2ccccc2)ncc1S(=O)(=O)c1ccccc1,7.3%,3%,-2%,9%,3%,3.7%,3%,-3.7%,-3%,
CN(C)/C(=N\OC(=O)c1ccccc1)c1nonc1N,1.7%,5%,2%,9%,-1%,-0.8%,0%,-0.1%,-3%,
COc1ccc(NC(=O)CSc2nnnn2-c2ccc(OC)cc2)cc1,0.7%,1%,-5%,2%,6%,2.1%,4%,-4.4%,16%,
COC(=O)Cc1nc2ccccc2[nH]1,1.9%,12%,-5%,15%,-8%,1.2%,-3%,0.2%,2%,

# Taken from the listing, two compounds:
SMILES,RSV antiviral HEp-2,SIAH1 antagonists,NS5 inhibitors,Large T inhibition,LYP inhibition,HIV peptide binding,Rac1 GTP hydrolysis,XIAP antagonists,AID2073,others
COc1ccc(CN2C(=O)c3ccccc3C2=O)cc1C(=O)Nc1ccccc1N1CCOCC1,-1.0%,7%,-3%,12%,3%,-1.5%,7%,-14%,21%,
Cc1noc(C)c1COc1ccc(CC(=O)NCc2ccccc2)cc1,-0.6%,2%,-15%,-1%,-2%,0.3%,0%,-8.8%,-2%,
